From PubChem
Tb PYK inh = T. brucei pyruvate kinase inhibition; TbPYK enzyme, Kinase-Glo Plus ATP luminescence, 45 min; Potency, µM (titrated, usually from 76.8 µM), inactives show top-dose activity, negative = inhibition, actives largely listed as inhibitors; hit rate 0.12% among 410,000; AID 624173; active = well fitted inhibition curve with a large enough effect; inconclusive = small, poorly fitted or top-dose-only effect; also: nearly all actives have a fitted effect of over 50% in size
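TbPYK + substrate in 50 mM TEA pH 7.2, 100 mM KCl, 10 mM MgCl2, 0.05% BSA, 0.01% Tween-20; cpd pinned; ADP 130 uM final; 45 min RT; Kinase-Glo Plus 10 min; luminescence endpoint.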
Starred values were filed as active, the others as inactive; ? = inconclusive; [ ] = remark or other dose. % is scaled to controls: 0 for no effect and ±100 for the full control effect; potency is read from the fitted curve at half-maximal effect. Some of the compounds tested. The share of hits here may be higher or lower than overall.

| Compound | Tb PYK inh |
| --- | --- |
| COc1ccc([C@H]2C[C@H](O)[C@@H](n3cc(COC(=O)c4ccccc4)nn3)CN2CC2CCCCC2)cc1 | 2.1% |
| CCn1c(SCc2cccc(Br)c2)nnc1-c1nonc1NC(C)=O | 1.6% |
| Cc1cccc(CSc2nc3c([nH]c4ccccc43)c(=O)n2C)c1 | 1.5% |
| COc1ccc(C2c3cccn3CCN2S(=O)(=O)c2ccc([N+](=O)[O-])cc2)cc1 (stereo unspecified) | 0.3% |
| COc1cccc(N2CCN(C(=O)CN3CCSc4ccccc43)CC2)c1 | -0.3% |
| Cc1ccc(C)c(CNC(=O)C2CCN(c3nc4ccccc4nc3C(F)(F)F)CC2)c1 | 0.3% |
| CCN(Cc1ccccc1)C(=O)c1cc2c(=O)[nH]c3ccc(C)cc3c2s1 | -1.8% |
| COc1cc(-c2nc(Cn3nnc(C(=O)Nc4cc(C)cc(C)c4)c3C)c(C)o2)cc(OC)c1OC | 5.2% |
| CCCCNS(=O)(=O)c1ccc(NC(=O)c2c(-c3ccccc3)noc2C)cc1 | -3.4% |
| Cc1ccc2c(c1)nc1c3ccccc3nc(-c3ccccc3N)n21 | -0.7% |
| O=C1C=C2c3ccccc3CC(C(=O)O)C2CC1 (stereo unspecified) | 3.1% |
| Cc1ccc(NC(=O)CN(CCc2ccccc2)S(=O)(=O)c2ccccc2)c(C)c1 | -7.3% |
| CCN1C(=O)CC(=O)N(CC)C1=S | ? |
| CCC(C(=O)N1CCN(Cc2ccc3c(c2)OCO3)CC1)n1nnc2ccccc2c1=O (stereo unspecified) | -0.2% |
| OCCCNc1ncnc2c1ncn2[C@H]1CN(Cc2ccc(Cl)cc2)C[C@@H](CO)O1 | 0.1% |
| CCc1nc2c(OCC(=O)c3ccc(F)cc3)cccn2c1N(C)C(=O)C(C)C | -12.5% |
| COc1ccc(C(=O)NCC(c2ccco2)S(=O)(=O)c2ccccc2)cc1 (stereo unspecified) | 6.7% |
| COc1cc2c(cc1OC)C(=NO)CCCC2 | 6.3% |
| COC(=O)c1ccc(NC(=O)CC2C(=O)N(c3ccccc3)C(=O)N2Cc2cccs2)cc1 (stereo unspecified) | -3.5% |
| CCOc1ccccc1NC(=O)COC(=O)C1COc2ccccc2O1 (stereo unspecified) | -2.9% |
| CCn1c(=O)c2cc(C(=O)N3CCN(c4cccc(Cl)c4)CC3)sc2c2ccccc21 | -2.1% |
| C[C@@H]1CN([C@H](C)CO)C(=O)CCCn2cc(nn2)CO[C@H]1CN(C)S(=O)(=O)c1cccc(F)c1 | 0.6% |
| Cc1cc2oc(C(=O)Nc3sc4c(c3C(=O)NCc3ccco3)CCC4)cc(=O)c2cc1C | -4.3% |
| CCN(c1ccccc1)S(=O)(=O)c1ccc2[nH]cc(C(=O)NC3CCCCC3)c(=O)c2c1 | -1.0% |
| CC(=O)N1CCCC(C)(C(=O)Nc2ccc3oc(C)nc3c2)C1 (stereo unspecified) | 3.6% |
| COc1ccc2oc(=O)c(-c3csc(-c4ccc(Br)cc4)n3)cc2c1 | 0.2% |
| CCc1ccc(-c2nc(CSCC(=O)NCc3ccccc3OC)c(C)o2)cc1 | -6.8% |
| COC(=O)c1ccc2nc(-c3ccc(OC)c(OC)c3)c(CC3CCCCC3)n2c1 | -5.2% |
| COc1ccc(-c2nnc(SCc3cc(=O)c4cc(C)cc(C)c4[nH]3)n2C)cc1 | 4.3% |
| COc1ccccc1CNC(=O)c1cnc(SC)nc1C | 4.0% |
| COCCn1c(SCC(=O)c2ccccc2)nc2cc(C(=O)NC3CCCC3)ccc2c1=O | -0.9% |
| N#C/C(=C\c1cccn1S(=O)(=O)c1ccccc1)S(=O)(=O)c1ccc(F)cc1 | -3.5% |
| COc1cccc(-c2cnc3c(NC(C)=O)cc(-c4ccc(C(=O)NC5CC5)cc4)cn23)c1 | -9.7% |
| CSc1sc(C(=O)NN)c2c1C(O)CCC2 (stereo unspecified) | -1.0% |
| C[C@@H]1CN([C@H](C)CO)C(=O)CCCn2nncc2CO[C@H]1CN(C)Cc1ccccc1C(F)(F)F | 5.4% |
| COc1cc2c(C(=O)N3CCN(c4cccc(C)c4)C(C)C3)cn(CC(C)C)c(=O)c2cc1OC (stereo unspecified) | -5.6% |
| CN(C)CCCNC(=O)c1cccc(-c2ccc3nncn3c2)c1 | 4.1% |
| O=C(/C=C/[C@H]1O[C@@H](n2ccc(=O)[nH]c2=O)[C@H](O)[C@@H]1O)NCc1cccnc1 | -3.6% |
| O=C(CC1N=C2c3ccccc3N=C(SCC(=O)Nc3cccc(Cl)c3)N2C1=O)NCc1cccs1 (stereo unspecified) | 0.7% |
| CCOC(=O)C1CCC(CN(Cc2ccc(OC)cc2)S(=O)(=O)c2ccc(C)cc2)CC1 (stereo unspecified) | 4.9% |

Copied from the list:
`Cc1ccc2c(c1)nc1c3ccccc3nc(-c3ccccc3N)n21` @ Tb PYK inh = -0.7%
`CCC(C(=O)N1CCN(Cc2ccc3c(c2)OCO3)CC1)n1nnc2ccccc2c1=O` (stereo unspecified) @ Tb PYK inh = -0.2%

The list continues:
| Compound | Tb PYK inh |
| --- | --- |
| Cc1ccc(CSc2ncc(Cl)c(C(=O)Nc3sc4c(c3C(N)=O)CCCC4)n2)cc1 | 1.3% |
| COc1ccc(-c2nnc(SCC(=O)Nc3ccc(F)cc3)s2)cc1 | 5.0% |
| Cc1ccccc1OC1(C)CCN(Cc2ccc3ccccc3c2)C1 (stereo unspecified) | -4.9% |
| CCOC(=O)c1ccc(CN(Cc2ccc(Br)cc2)S(=O)(=O)c2cccc(C(F)(F)F)c2)cc1 | 2.2% |
| CC(C)(C)OC(=O)N1CCC(c2c(C(=O)NCc3ccco3)cnn2-c2ccccc2)CC1 | -2.4%[15.4 µM] |
| Cc1ccc2[nH]c(=O)c3cc(C(=O)N4CCN(c5ccccc5)CC4)sc3c2c1 | 4.3% |
| CSc1ccc(C(O)c2ncc(-c3cccc(F)c3)[nH]2)cc1 (stereo unspecified) | 3.7% |
| CCOC(=O)C1=C(C)N=c2sc(=Cc3cc(Cl)c(OCC(=O)O)c(Cl)c3)c(=O)n2C1c1cccc(OC)c1 (stereo unspecified) | -18.9% |
| CCc1nnc(NC(=O)CSc2nnc(CNC(=O)c3ccccc3)o2)s1 | -6.7% |
| COc1ccc(C2=Cc3ccccc3C(CC(=O)C3CC3)N2c2ccc(-c3cc(OC)c(OC)c(OC)c3)cc2)cc1 (stereo unspecified) | 8.1% |
| CCOc1ccccc1N1CCN(S(=O)(=O)c2ccc(C3CCCCC3)cc2)CC1 | -10.3% |
| COc1ccccc1NC(=O)CC(c1cc(OC)c(OC)c(OC)c1)N1Cc2ccccc2C1=O (stereo unspecified) | -6.6% |
| c1cn2cc(-c3ccc(CN4CCOCC4)cc3)ccc2n1 | 5.8% |
| O=C(CCc1ccccc1)N1CCc2c([nH]c3ccccc23)C1c1ccc(F)cc1 (stereo unspecified) | 4.3% |
| Cc1ccc(S(=O)(=O)CCC(=O)N2CCN(c3nc4c(C)c(C)ccc4s3)CC2)cc1 | 0.5% |
| CN(Cc1ccc(Cl)cc1Cl)C(=O)C1CC(=O)N(Cc2ccco2)C1 (stereo unspecified) | -7.7% |
| COCCCNC(=O)c1ccc(Cn2c(SCc3cccc(C)c3)nc3cccnc32)cc1 | -1.1% |
| COC(=O)[C@@]1(Cc2ccc(OC)cc2)[C@H]2c3cc(C(=O)N4CCCC4)n(Cc4cc(C)n(C)n4)c3C[C@H]2CN1C(=O)c1ccccc1 | 1.8% |
| CCC(=O)Nc1ccc2nc(SCC(=O)N3CCc4ccccc43)sc2c1 | 0.4% |
| O=C(CCS(=O)(=O)c1cc2c3c(c1)CCN3C(=O)CC2)Nc1cccc(Br)c1 | -25.6% |
| COc1ccc(OC)c(CNS(=O)(=O)c2c(C(=O)N3CCC(C)CC3)c(C)n(C)c2C)c1 | 2.1% |
| COc1ccccc1N1CCN(C(=O)c2ccc(CS(=O)c3ccccc3C)o2)CC1 (stereo unspecified) | -3.8% |
| COc1ccc(-c2cc(C(F)(F)F)nc(SCC(=O)NCc3ccc(OC)c(OC)c3)n2)cc1 | -1.4% |
| CC(=O)N1c2ccc(S(=O)(=O)N(C)CC(=O)N(Cc3ccccc3)C(C)C)cc2CC1C (stereo unspecified) | 2.6% |
| COC(=O)c1ccccc1NC(=O)c1cc2c(-c3ccc(OC)c(OC)c3)nn(C)c2s1 | -1.5% |
| CCCCOc1ccc(C(=O)NCC2(N3CCN(C)CC3)CCCCC2)cc1 | 0.8% |
| Cc1ccc(OCC(=O)OCc2cc(=O)n3nc(C4CCCCC4)sc3n2)cc1 | -11.1% |
| N#Cc1cccc(NC(=O)N2CC[C@@]3(CCCN(C(=O)c4ccco4)C3)C2)c1 | -8.8% |
| COCCNC(=O)C1(C)Cc2c(-c3ccc(NC(C)=O)cc3)ccnc2O1 (stereo unspecified) | -0.2% |
| Cc1ccc(S(=O)(=O)NCC(Nc2cccc(Cl)c2)c2ccccc2)cc1 (stereo unspecified) | -7.0% |
| Cc1cccc(C)c1OCC(=O)N1CCC(c2nc3ccccc3o2)CC1 | -1.2% |
| NC(c1csc(NC(=O)Nc2ccccc2Oc2ccccc2)n1)c1ccccc1Cl (stereo unspecified) | 0.9% |
| CC1=C(C(N)=O)C(c2cccc(Br)c2)n2nc(SCc3ccccc3)nc2N1 (stereo unspecified) | 0.4% |
| CC(=O)Oc1ccccc1Cn1c(C)c(C(=O)NCc2ccc(Cl)c(Cl)c2)sc1=O | -0.4% |
| Cc1ccc(NC(=O)COc2ccc(-c3nn(C)c(=O)c4ccccc34)cc2)cc1 | -1.4% |
| O=C1NCN(c2ccccc2)C12CCN(C(c1ccnc3ccccc13)c1nnnn1Cc1ccccc1)CC2 (stereo unspecified) | 4.7% |
| Cc1ccccc1-c1nnc(CN2CCN(c3cccc(C)c3C)CC2)o1 | -7.7% |
| COCCCN1C(=O)C(CC(=O)NCc2cccc3ccccc23)CC(C(=O)N(C)C)=C1C (stereo unspecified) | -6.9% |
| CCCCN(C)CCCNC(=O)Cn1nc(CC)n2c(cc3sc(C)cc32)c1=O | 4.5% |
| CCC(CC)C(=O)Nc1cc(-c2cccc(C)c2)nn1-c1ccccc1 | 6.7% |
| Cc1cccc(CN2C(=O)c3ccccc3S(=O)(=O)c3ccc(C(=O)OCC4CCCO4)cc32)c1 (stereo unspecified) | -11.7% |
| CCOC(=O)c1c(C)[nH]c(C)c1S(=O)(=O)NCC(=O)Nc1cccc(C#N)c1 | 3.9% |
| COCc1cc(C)nc2sc3c(c12)NC(c1ccc(O)cc1)N(c1ccc(OC)cc1)C3=O (stereo unspecified) | -4.1% |
| Cc1c(-c2nc(-c3ccc4c(c3)OCO4)no2)nnn1-c1ccc(C(C)C)cc1 | -1.6% |
| COc1ccc(Cn2c(=O)c3ccccc3n3c(-c4ccc(C)cc4)nnc23)cc1 | 1.3% |
| Cc1ccccc1CNC(=O)CSc1nnc(C)c2c(C)n(-c3ccccc3)nc12 | 2.5% |
| COc1ccc(S(=O)(=O)N2CCN(Cc3nc4ccc(C)cc4o3)CC2)cc1Cl | 0.5% |
| COc1cc2[nH]c(=O)n(CCCC(=O)NCc3ccccc3)c(=O)c2cc1OC | 3.7% |
| COc1ccc(C2c3c(n(C)c4ccccc34)C(=O)N2CC(=O)Nc2cccc(F)c2)cc1 (stereo unspecified) | 1.0%[15.4 µM] |
| O=C1NC[C@@H](CCCCN2C[C@H](Cc3ccc(O)cc3)N(CC3CCCCC3)C(=O)C2=O)N(CC2CCCCC2)C1=O | -3.8% |
| CC1CCN(S(=O)(=O)c2cn(CC(=O)Nc3ccc(F)c(Cl)c3)c(=O)c3ccccc23)CC1 | -8.2% |
| Cc1ccc(C(=O)NC2(C(F)(F)F)C(=O)Nc3c2c(=O)[nH]c(=O)n3CCc2ccccc2)cc1 (stereo unspecified) | 1.1% |
| COc1ccc(-n2nnnc2C2CCN(S(=O)(=O)c3cc(Cl)ccc3OC)CC2)cc1 | -2.2% |
| COc1cccc(-c2nc(CS(=O)(=O)CC(=O)NCc3cccc(Cl)c3)c(C)o2)c1 | 1.5% |
| CCOC(=O)C1=C[C@@H](C(C)(C)C)N(S(=O)(=O)c2ccc(C)cc2)[C@H]1c1ccc(F)cc1 | 2.3% |
| CCNC(=O)C1(C)CCCN(C(=O)c2ccc3c(c2)C(C)(C)CCC3(C)C)C1 (stereo unspecified) | -3.7% |
| CCC(=O)Nc1cccc(-c2cn3c(C)csc3n2)c1 | -1.9% |
| CC(C)CNc1ncnc2c1ncn2[C@H]1CN(C2CCCC2)C[C@@H](CO)O1 | 1.3% |
| Cc1ccc(NC(=O)c2c(C)oc3ncn(C)c(=O)c23)cc1F | -0.9% |
| Cc1ccc(C(=O)NCCSc2c[nH]c3ccccc23)cc1C | -4.5% |

3 records drawn at random from the list so far:
| Compound | Tb PYK inh |
| --- | --- |
| COc1ccc(C2c3c(n(C)c4ccccc34)C(=O)N2CC(=O)Nc2cccc(F)c2)cc1 (stereo unspecified) | 1.0%[15.4 µM] |
| COc1cccc(-c2nc(CS(=O)(=O)CC(=O)NCc3cccc(Cl)c3)c(C)o2)c1 | 1.5% |
| COc1cc2[nH]c(=O)n(CCCC(=O)NCc3ccccc3)c(=O)c2cc1OC | 3.7% |

Next section
| Compound | Tb PYK inh |
| --- | --- |
| COc1ccc(NC(=O)/C(C#N)=C/c2ccc(OCc3cc(=O)n4nc(C)sc4n3)cc2)cc1 | 4.2% |
| CC(C)c1ccc(CN(Cc2ccco2)c2cnc(S(C)(=O)=O)nc2C(=O)Nc2ccc(F)cc2)cc1 | 0.4% |
| CCOc1ccc(C2C(C(N)=O)=C(C)Nc3nc(-c4ccc(OC)cc4)nn32)cc1 (stereo unspecified) | -8.1% |
| CCc1ccc(NC(=O)CNC(=O)Cn2c(C)cc3ccccc3c2=O)cc1 | -5.6% |
| COc1ccc(NS(=O)(=O)c2ccc3c(c2)CCCN3C(=O)C2CCC2)cc1OC | 2.8% |
| COc1ccc(C)cc1NC(=O)Cn1c(=O)oc2cc(S(=O)(=O)N3CCCCC3)ccc21 | -2.6% |
| Cc1nc(NC(=O)c2ccccc2)sc1-c1cc(C(=O)O)nn1Cc1ccccc1 | 1.8% |
